RmlCD inh 1536: M. tuberculosis RmlC/RmlD inhibition | inhibition, % at 3.6 µM | hit rate 0.03% among 160,000 | P9WH09+P9WH11 | RmlC+RmlD coupled enzyme assay, percent inhibition; primary screen in compound mixtures | AID 1533; in the data active = inhibition mostly above about 34%, no sharp cut-off; note: some results filed as inactive read as strong as hits
Target sequence (P9WH09 whole entry, looked up): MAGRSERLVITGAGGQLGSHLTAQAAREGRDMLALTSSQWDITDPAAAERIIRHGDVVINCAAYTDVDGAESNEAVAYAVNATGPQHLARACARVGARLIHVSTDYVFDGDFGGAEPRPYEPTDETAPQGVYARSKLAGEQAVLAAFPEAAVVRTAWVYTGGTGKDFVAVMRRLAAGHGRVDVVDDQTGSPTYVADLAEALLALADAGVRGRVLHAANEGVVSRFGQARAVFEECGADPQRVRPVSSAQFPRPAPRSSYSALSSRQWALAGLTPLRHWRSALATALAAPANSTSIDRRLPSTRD
Target sequence (P9WH11 whole entry, looked up): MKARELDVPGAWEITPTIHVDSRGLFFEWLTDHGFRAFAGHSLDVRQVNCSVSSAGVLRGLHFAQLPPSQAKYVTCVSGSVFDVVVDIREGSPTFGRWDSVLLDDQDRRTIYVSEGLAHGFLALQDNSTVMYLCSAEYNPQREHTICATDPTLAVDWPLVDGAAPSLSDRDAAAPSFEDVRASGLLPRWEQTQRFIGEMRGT
M. tuberculosis GlmU: inhibition of mycobacterial GlmU enzyme – biochemical, glucosamine-1-phosphate acetyltransferase (AID 1376) | M. tuberculosis GlmU acetyltransferase enzyme assay; higher % means a stronger effect | inhibition, %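 (tested at 30 µM in the primary screen)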, or IC50 in µM where a hit was titrated | hit rate 0.25% among 220,000; in the data active = inhibition above about 13%;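 note: 0% = complete reaction with vehicle and 100% = reaction without substrate; strong numbers were not always called active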
Numbers without * were called inactive; . = no result given; & = joins results of further samples. These rows are one share of the data, so the mix of outcomes need not match the whole.

Values run as follows: M. tuberculosis GlmU | RmlCD inh 1536
1) C=CCc1cc(C=C2C(=O)N(C)C(=O)N(C)C2=O)cc(OCC)c1OCc1ccccc1
→ -8.4% | .
2) Cc1cccc(OCCn2c(CCCO)nc3ccccc32)c1
→ -3.0% | .
3) COc1ccc(N2CCN(S(=O)(=O)c3cc(C)ccc3OC)CC2)cc1
→ 4.6% | .
4) COc1ccc(OCC(=O)NNC(=O)C2CCCO2)cc1 (stereo not drawn)
→ -1.1% | -13.1
5) O=C(COc1ccc2ccccc2c1Br)Nn1cnnc1
→ 7.6% | .
6) CCc1cc(Cl)c(OC)c(C(=O)NC[C@@H]2CCCN2CC)c1O
→ 2.8% | .
7) CCSc1nnc(Nc2ccccc2)s1
→ 1.9% | .
8) CCOC(=O)C1=C(C)NC2=C(C(=O)CCC2)C1c1ccc(O)c(OCC)c1 (stereo not drawn)
→ -10.1% | 9.1
9) O=C(CC1(C(F)(F)F)OCCO1)Nc1ccc2c(c1)OCO2
→ 8.1% | -5.3
10) CS(=O)(=O)c1ccc2nc(NC(=O)CS(=O)(=O)Cc3ccccc3)sc2c1
→ -0.3% | .
11) Cc1ccc(-c2cnc(NCc3cc4c(cc3[N+](=O)[O-])OCO4)n2C)cc1C
→ 3.0% | -1.8
12) C=CCn1c(=O)c2ccccc2n2c(SCC(=O)/C(C#N)=C(\C)N)nnc12
→ 0.9% | 0.7
13) CCC(=O)Nc1ccc(NC(=O)c2ccco2)cc1
→ -5.7% | 6.0
14) Cc1ccc(N=Nc2c(N)nn(-c3ccccc3)c2N)cc1
→ 5.8% | 7.4
15) Cc1cnc(Sc2ncccc2[N+](=O)[O-])nc1
→ 1.1% | .
16) CCC(=O)Nc1nc(-c2ccccc2)nc(SC)c1C(C)=O
→ -3.1% | -11.0
17) Cc1ccc(S(=O)(=O)NC(=O)N(C)C2CCCCC2)cc1
→ -3.2% | -5.3
18) Cc1ccc(CSc2nnc(NC(=O)C3COc4ccccc4O3)s2)cc1 (stereo not drawn)
→ . | -2.8
19) CCOc1ccc(NC(=O)CCNS(=O)(=O)c2ccc3c(c2)CCC(=O)N3)cc1
→ 1.3% | .
20) Cc1cc(NS(=O)(=O)c2ccc(NC(=S)NC(=O)c3ccc(Br)cc3)cc2)no1
→ 2.5% | -13.0
21) CN1CCC(N(C)C(=O)c2cc(=O)c3ccccc3o2)CC1
→ 2.3% | 9.7
22) O=C(NC1=NCCS1)C1Cc2ccccc2CN1C(=O)c1ccccc1 (stereo not drawn)
→ 3.6% | .
23) CCC(=O)Nc1ccc(NC(=O)CSc2nnc(-c3ccc(O)cc3)n2CC2CCCO2)cc1 (stereo not drawn)
→ 7.5% | 8.0
24) Cc1ccc(NC(=S)NCc2ccc3c(c2)cc(C)n3C)c(C)c1
→ -2.2% | -11.3
25) O=C(O)CCCC(=O)N1CCCC1
→ 1.4% | 1.9
26) CC(=O)N(C)CC#CCN1CCCC(CO)C1 (stereo not drawn)
→ 4.6% | .
27) COC(=O)c1sc2nc3c(cc2c1N)CCCC3
→ -2.9% | -1.6
28) CN(C)c1ccc(/C=N/NC(=O)c2cccc(C(=O)N/N=C/c3ccc(N(C)C)cc3)n2)cc1
→ -4.0% | -3.0
29) CCn1c(SCC(=O)Nc2cc(C)ccc2C)nc2c(c1=O)SC(C)C2 (stereo not drawn)
→ 7.0% | .
30) C=CCn1c(SCCN2CCCC2)nc2c([nH]c3ccccc32)c1=O
→ . | 1.3
31) COC(=O)c1[nH]c2ccccc2c1NC(=O)CN1CCN(c2cccc(OC)c2)C(C)C1 (stereo not drawn)
→ 1.4% | 2.7
32) CC(=O)N1CCN(c2ccccc2NC(=O)COc2ccc(Cl)cc2Cl)CC1
→ -3.1% | -6.9
33) C=CCc1cccc2cc(C(=O)Nc3ccc(NC(C)=O)cc3)c(=O)oc12
→ 6.7% | 3.2
34) CCn1nnnc1SCC(=O)N(C1CCCCC1)C1CCCCC1
→ -3.4% | -13.0
35) COc1ccc(CNCCC(c2ccc(OC(C)C)cc2)C(C)C)cc1OC (stereo not drawn)
→ -10.1% | .
36) N#Cc1ccc(N2Cc3ccccc3C2=NC(=O)c2cccnc2Cl)cc1
→ -2.9% | 7.4
37) Cc1onc(-c2ccccc2Cl)c1C(=O)NNC(=O)C1CCN(Cc2ccccc2)CC1
→ -3.9% | .
38) O=C(CN1CCOCC1)N1CCN(S(=O)(=O)c2ccccc2)C1c1ccccc1 (stereo not drawn)
→ -3.8% | 12.2
39) C=CCn1c(CC#N)nnc1N1CCOCC1
→ -4.7% | 14.7
40) CCSc1oc(-c2ccco2)nc1S(=O)(=O)c1ccccc1
→ -1.0% | -6.3
41) CCc1cc(=O)oc2cc(OC(C)C(=O)O)c(Cl)cc12 (stereo not drawn)
→ 3.1% | -4.8
42) Cn1c(=N)n(CC(O)c2cccc3ccccc23)c2ccccc21 (stereo not drawn)
→ -2.6% | 4.6
43) COC(=O)[C@H]1[C@@H](C)N(Cc2ccccc2)C(=O)N[C@H]1c1ccccc1
→ -3.1% | .
44) CN1C(C(=O)Nc2ccccn2)=C(O)c2ccccc2S1(=O)=O
→ 5.0%&6.9% | 8.8
45) COC(=O)Cc1c(O)ccn(Cc2ccc(Cl)c(Cl)c2)c1=O
→ -1.2% | 15.0
46) CCCCCC(=O)Nc1ccc2oc(-c3ccncc3)nc2c1
→ 1.3% | 28.5
47) Cc1[nH]n(C)c(=O)c1N=Nc1ccc(S(C)(=O)=O)cc1
→ 0.8% | -5.2
48) COc1ccc(CNc2nc(NCc3ccc(OC)cc3)n(S(C)(=O)=O)n2)cc1
→ -2.7% | 12.6
49) COCC(=O)Nc1c(C(=O)Nc2ccccc2OC)oc2ccccc12
→ 0.6% | 2.0
50) Cc1ccc(C(=O)NC(C)C(c2cccs2)N2CCCC2)s1 (stereo not drawn)
→ -3.0% | 1.1
51) CC1(C)C(=O)Nc2ccccc2N1C(=O)CSc1ncccn1
→ -4.2% | 28.2
52) Cc1c(Cl)cccc1S(=O)(=O)N1CCC(C(=O)NNC(=O)C2CC2)CC1
→ 0.9% | 8.4
53) O=C1Cc2cc(CCN3CCN(c4nsc5ccccc45)CC3)c(Cl)cc2N1
→ . | -6.3
54) Cc1ccccc1CSCC(=O)NC1CCCC1
→ 4.4% | 4.3
55) CCC(C)(C)c1ccc(OCCN2C(=O)NC(C)(C)C2=O)cc1
→ -3.1% | 0.1
56) Cc1cc(C)nc(CCNC(=O)c2cc(COc3ccc(F)cc3Cl)on2)n1
→ 2.0% | 2.8
57) Nc1nonc1-n1nncc1-c1ccccc1
→ -1.6% | .
58) CCc1cc2c(NCCN3CCCCC3)ncnc2s1
→ 0.7% | .
59) Cc1ccc(-c2nnc3c4ccccc4c(C)nn23)cc1NC(=O)CN1CCOCC1
→ 3.3% | -7.8
60) CC1CCc2cc(F)ccc2N1C(=O)c1cccs1 (stereo not drawn)
→ -1.3% | 5.8

Going on with the list.
Values run as follows: M. tuberculosis GlmU | RmlCD inh 1536
61) O=C(OCC(=O)N1CCN(c2ccccc2)CC1)c1cnc(Cl)c(Cl)c1
→ 6.4% | -7.1
62) COc1cccc(-n2c(SCC(N)=O)nnc2-c2ccncc2)c1
→ 2.5% | 4.9
63) COc1ccc(Nc2nc(C(=O)N3CCc4cc(OC)c(OC)cc4C3)cs2)cc1
→ 0.2% | -1.2
64) Clc1ccc(Cl)c(-c2nn3c(Cn4cnc5ccccc54)nnc3s2)c1
→ 0.7% | .
65) Cc1ccc(C)c(NS(=O)(=O)c2ccc(OCC(=O)NCc3cccnc3)cc2)c1
→ 3.0% | -2.1
66) C/C(=N/NC(=O)c1ccccc1)C1=C(O)CC(C)(C)CC1=O
→ 0.5% | -14.4
67) Cc1nn(C)c(C)c1N1C(=O)c2cccc3c(N)ccc(c23)C1=O
→ -2.5% | -0.8
68) CCOC(=O)CC(NC(=O)C1c2ccccc2Oc2ccccc21)c1ccc(C)cc1 (stereo not drawn)
→ 1.4% | -10.4
69) CC(C)CCn1nc(C(=O)Nc2nc3c(s2)CCCC3)c2ccccc2c1=O
→ -4.7% | 36.8
70) O=C(O)CNC(=O)/C(=C\c1cccc([N+](=O)[O-])c1)NC(=O)c1ccco1
→ 6.6% | .
71) NC(=O)NOCc1cccc(Cl)c1
→ -2.7% | 3.2
72) CCOC(=O)c1ccc(NC(=O)CN(c2ccc(C)cc2)S(=O)(=O)c2c(C)nn(C)c2C)cc1
→ 3.2% | 3.0
73) CCOc1ccc(NC(=S)NC(=O)c2c(Cl)cnn2CC)c([N+](=O)[O-])c1
→ 9.1% | -9.8
74) Cc1ccc2nc(CSc3nnc4ccccn34)cc(=O)n2c1
→ -0.4% | 2.6
75) Cc1ccc(C(=O)N2CCCC2)cc1Br
→ 3.9% | .
76) COC(=O)c1cc(O)cc(OC)c1Oc1cc(C)cc(O)c1C(=O)O
→ 82.7µM* | .
77) Cc1cccc(C(=O)Nc2nnc(Cc3c[nH]c4ccccc34)s2)c1
→ -1.6% | .
78) CCN(CCCNC(=O)CN(C)S(=O)(=O)c1cccc2nsnc12)c1ccccc1
→ . | 15.4
79) O=[N+]([O-])c1cc(S(=O)(=O)N2CCCC2)ccc1NCCCN1CCOCC1
→ 5.2% | 0.7
80) COc1ccc(OC)c2[nH]c(=O)c(CCNC(=O)c3cc4ccccc4o3)cc12
→ 2.2% | -8.8
81) CCOC(=O)C1CCN(C(=O)c2c(C)oc3c2C(=O)c2ccccc2C3=O)CC1
→ -1.6% | .
82) Cc1cccc(N(C(=O)CNC(=O)c2cccs2)C(C(=O)NC2CCCC2)c2cccnc2)c1 (stereo not drawn)
→ -2.2% | -4.5
83) CCOC(=O)C1CCCN(S(=O)(=O)c2cccs2)C1 (stereo not drawn)
→ 0.2% | .
84) Cc1nnc(NC(=O)Oc2ccccc2)s1
→ -2.0% | -0.1
85) CCOC(=O)CSc1ncccn1
→ 0.9% | .
86) Cc1cc(=O)oc2cc(OC(C)C(=O)N3CCOCC3)ccc12 (stereo not drawn)
→ 1.9% | -8.5
87) COc1ccccc1OCC(=O)Nc1ccc(C(N)=O)cc1
→ 0.9% | .
88) CC(=O)N1CCC(N(CCN2CCOCC2)C(=S)Nc2ccc(C)cc2C)CC1
→ 2.2% | 7.4
89) COc1cccc(NC(=O)C/C(C)=N/NC(=O)c2ccccc2Cl)c1
→ 4.9% | 11.2
90) COc1cc(OC)cc(C(=O)Nc2ccccc2C(=O)N2CCCC2)c1
→ 2.9% | 26.5
91) COCCCNC(=S)NC(=O)c1ccccc1
→ 1.5% | .
92) NC(=O)CN1CCOCCOCCOCCOCCOCC1
→ 2.3% | 35.2
93) O=C(/C=C/c1ccc(OCCCF)cc1)NCc1cccc(Cl)c1
→ -1.9% | -5.0
94) Cc1ccc(S(=O)(=O)Nc2nc(C)c(C(=O)NNS(=O)(=O)c3ccccc3)s2)cc1
→ -0.6% | 7.8
95) CCOc1cc(C2/C(=C(\O)c3cc(C)ccc3C)C(=O)C(=O)N2CCN(C)C)ccc1O (stereo not drawn)
→ 2.2% | .
96) O=C(CCCc1ccccc1)NC1CCSC1=O (stereo not drawn)
→ -0.8% | -8.1
97) CCC1CCCCN1C(=O)c1noc(C(C)C)c1[N+](=O)[O-] (stereo not drawn)
→ 1.5% | .
98) Cc1ccc(NC(=S)/C(=C(\[O-])c2ccc(C)c([N+](=O)[O-])c2)[n+]2ccccc2)cc1C
→ -4.7% | 5.7
99) C=CCN(C(=O)c1cccc(C(F)(F)F)c1)C1(C(=O)Nc2ccccc2)CCN(C(C)C)CC1
→ -5.6% | 7.3
100) COC(=O)C1=C(C)C(c2ccc(OC)cc2OC)NC(=O)N1 (stereo not drawn)
→ 0.1% | -7.3
101) COC(=O)c1sc(-c2ccc(C(C)(C)C)cc2)cc1NC(=O)c1ccccc1C(=O)O
→ 3.1% | -10.1
102) COc1ccccc1NS(=O)(=O)c1cccc(NC(=O)Nc2ccc(Cl)cc2)c1
→ 2.3% | .
103) Cc1cc(OC(C)C(=O)N/N=C/CC(C)c2ccccc2)ccc1Cl (stereo not drawn)
→ 6.8% | .
104) CCN1CCN(C(=S)Nc2ccsc2C(=O)OC)CC1
→ 2.7% | -7.5
105) O=C(NC(=S)NNS(=O)(=O)c1ccc(Cl)cc1)c1cccnc1
→ 7.7% | .
106) O=C(Oc1c(-c2ccccc2)c(=O)n2c3c(cccc13)CC2)c1ccc(Cl)cc1
→ -1.4% | 5.7
107) CC1C2Cn3c(nc4ccccc43)C1N(C(C)C)O2 (stereo not drawn)
→ 2.6% | 1.0
108) CCNCc1ccc(OCc2cccs2)c(OCC)c1
→ 4.3% | 7.3
109) CCOc1ccc(NC(=O)C2CCCN(S(=O)(=O)c3c(C)nn(C)c3C)C2)cc1 (stereo not drawn)
→ 7.3% | 38.1
110) Cc1ccc2cc3c(nc2c1)N(Cc1ccco1)CC3
→ 1.9% | 3.9
111) COCCNC(=O)CN1c2ccccc2CC1C (stereo not drawn)
→ -1.1% | .
112) COC(=O)c1cn(C(=O)c2ccc(C)cc2)c2ccccc12
→ 1.8% | 8.6
113) COc1cc(CNn2nnnc2N)ccc1OCC(=O)NC(C)(C)C
→ -4.5% | .
114) O=S(=O)(Nc1ccc(Cc2ccncc2)cc1)c1ccc(Cl)s1
→ 3.0% | 12.4
115) O=C(NC(C(=O)O)c1ccccc1)c1ccc(S(=O)(=O)N2CCOCC2)cc1 (stereo not drawn)
→ -0.3% | -8.4

Source: PubChem
